CCT modulator: modulators of cytosolic chaperonin (CCT/TRiC) activity; purified chaperonin ATPase assay, HTRF ADP detection, 30 min; activity change, % (test concentration not listed), hits read low; 0.3% of 360,000 active; in the data active = activity change below about -30%; note: % is set by controls: 0 for no effect and ±100 for the full control effect
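First, chaperonin was dispensed at 40 nM or 20 nM final depending on batch activity. Next, compounds were pinned at 76 uM and ATP added at 10 uM. After 30 min at 37 °C, ADP detection reagents ran 30 min at ambient temperature.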
EPAC2 antagonist: blocks human EPAC2 exchange factor. Q8WZA2. EPAC2 GEF exchange of Rap1B-BODIPY-GDP, fluorescence. Potency, µM (titrated, usually from 114 µM), for the others: at the top dose activity, negative = inhibition, hits mostly inhibitors. 0.18% of 360,000 active. AID 720708; note: potency is the fitted concentration of half-maximal effect; % is set by controls: 0 for no effect and ±100 for the full control effect; nearly all actives have a fitted effect of over 45% in size; many of its hits are not listed in these tables
PTHR1 agonist: activates the human parathyroid hormone receptor PTHR1. 0.075% of 410,000 active. Q03431. Potency, µM (highest dose often 115 µM), for the others: at the highest dose activation, actives largely listed as activators. HEK293 GP2 PTHR1 cells, GloSensor cAMP luminescence, 1 h; note: potency is the fitted concentration of half-maximal effect; nearly all actives have a fitted effect of over 55% in size; some results filed as inactive show a strong effect at the top dose; inactives centre near -15; many of its hits are not listed in these tables
Target sequence (Q03431 whole entry, looked up): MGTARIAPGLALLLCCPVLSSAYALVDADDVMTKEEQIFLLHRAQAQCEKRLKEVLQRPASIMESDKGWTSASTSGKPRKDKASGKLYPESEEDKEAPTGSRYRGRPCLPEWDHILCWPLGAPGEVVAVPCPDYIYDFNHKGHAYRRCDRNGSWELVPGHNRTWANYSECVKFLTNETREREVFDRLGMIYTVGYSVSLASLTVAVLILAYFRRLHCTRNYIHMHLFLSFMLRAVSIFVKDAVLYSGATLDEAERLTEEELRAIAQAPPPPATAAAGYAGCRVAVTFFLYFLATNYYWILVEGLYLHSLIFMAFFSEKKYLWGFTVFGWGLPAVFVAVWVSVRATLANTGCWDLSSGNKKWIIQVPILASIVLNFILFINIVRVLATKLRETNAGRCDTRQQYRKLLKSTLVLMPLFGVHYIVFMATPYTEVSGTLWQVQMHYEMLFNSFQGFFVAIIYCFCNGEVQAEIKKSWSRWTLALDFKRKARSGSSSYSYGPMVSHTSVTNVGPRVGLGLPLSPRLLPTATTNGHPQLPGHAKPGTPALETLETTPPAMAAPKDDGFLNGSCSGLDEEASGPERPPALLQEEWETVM
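HEK-293-derived GP2 cells expressing PTHR1 and a GloSensor cAMP reporter, 3,000/well, plated overnight, given luciferin plus IBMX (each 0.5 mM as added) for 1 h at 37 °C, then compound for 1 h at 37 °C. Luminescence was read after 15 min at room temperature.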
Akt phos inh: blocks phosphorylation of Akt; Neuro2A IGF-stimulated pAkt S473 HTRF, 20 min; active compounds read low; activity change, % for hits at 50 µM; 0.32% of 360,000 active; in the data active = activity change below about -80%; inconclusive = mostly about -51% to -80%; note: % is set by controls: 0 for no effect and ±100 for the full control effect
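Neuro2A cells (4,500/well, DMEM with 0.5% FBS) were treated with compound at a single 50 µM final concentration, stimulated with 6 nM IGF for 20 min at 37 °C, and lysed. Phospho-Akt Ser473 was read by HTRF as 665/615 ratio ×10^4.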
EPAC2 agonist: agonists of human EPAC2 (RAPGEF4); 0.079% of 360,000 active; Potency, µM (highest dose often 154 µM), for the others: top-dose activation, hits mostly activators; EPAC2 activation, biochemical qHTS; response scale: 100% = 6.5 mM cAMP response; note: potency is the fitted concentration of half-maximal effect; nearly all actives have a fitted effect of over 50% in size
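In this primary screen, activation is scored as increased exchange of BODIPY-GDP from Rap1B by 100 nM EPAC2, with 50 uM GDP as competitor. Signal is normalized to the 6.5 mM cAMP agonist control.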
DRD3 antagonist: D3 dopamine receptor (human) antagonism; P35462; D3R cells, DiscoveRx beta-arrestin luminescence, antagonist mode; active compounds read low; max response, negative = inhibition, %; 2.5% of 360,000 active; in the data active = max response below about -50%; inconclusive = no clear call, values can overlap the other calls; note: % is set by controls: 0 for no effect and ±100 for the full control effect; mostly tested at two doses, the higher about 12 µM
Target sequence (P35462 whole entry, looked up): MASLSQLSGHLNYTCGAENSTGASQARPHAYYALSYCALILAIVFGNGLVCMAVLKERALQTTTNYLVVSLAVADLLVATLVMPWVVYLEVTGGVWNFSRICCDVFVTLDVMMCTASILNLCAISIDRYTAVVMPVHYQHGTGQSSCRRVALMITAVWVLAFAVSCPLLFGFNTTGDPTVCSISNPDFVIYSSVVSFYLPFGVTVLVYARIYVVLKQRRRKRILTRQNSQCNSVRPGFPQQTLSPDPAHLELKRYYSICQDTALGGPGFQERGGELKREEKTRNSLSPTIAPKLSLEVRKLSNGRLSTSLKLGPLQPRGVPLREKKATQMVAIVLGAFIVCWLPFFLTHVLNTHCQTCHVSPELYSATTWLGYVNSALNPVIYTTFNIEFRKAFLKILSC
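Cells expressing the human receptor were seeded at 1500 cells/well, incubated overnight at 37 degrees C in 5% CO2, then exposed to library compounds with dopamine controls for 90 minutes at 37 degrees C before luminescent detection.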
DRD3 agonist: agonists of human D3 dopamine receptor; D3R DiscoveRx beta-arrestin cells, luminescence, 90 min; max activation, %; 0.58% of 410,000 active; in the data active = max activation above about 30%; note: 0% is about no effect; mostly tested at two doses, the higher about 12 µM
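Agonist mode: compounds and dopamine controls were applied to plated cells for 90 min at 37 degrees C after an overnight attachment at 1500 cells/well. Luminescent read-out followed 30 - 60 minutes at room temperature with DiscoveRx detection reagent.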
MmCpn inh: blocks the Methanococcus maripaludis chaperonin Mm-Cpn; purified Mm-Cpn ATPase, ADP Transcreener TR-FRET; Potency, µM (doses to about 76.9 µM), for the others: at the highest dose activity, negative = inhibition, usual class: inhibitors; 0.031% of 330,000 active; note: potency is the fitted concentration of half-maximal effect; % is set by controls: 0 for no effect and ±100 for the full control effect; nearly all actives have a fitted effect of over 80% in size
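Inhibition of chaperonin ATP hydrolysis is measured as reduced ADP production, detected by competitive TR-FRET in which signal falls with ADP. Final enzyme 25 nM and ATP 10 uM, reacted 30 min at 37°C.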
Starred values were filed as active, the others as inactive; i = inactive; ? = inconclusive; / = not tested or not shown; [ ] = another dose, or the depositor's remark. Unless noted, calls come from the whole dose curve; as a rule, active = well fitted curve in the direction sought with a large enough effect; inconclusive = small, poorly fitted or top-dose-only effect, or another doubt; inactive = no such curve, though single readings can be large; an effect the other way counts as inactive or inconclusive.

Values run as follows: EPAC2 antagonist	MmCpn inh	EPAC2 agonist	DRD3 antagonist	Akt phos inh	PTHR1 agonist	CCT modulator	DRD3 agonist
- CC(C)CN=c1cc(-c2ccccc2)oc2ccc(Cl)cc12
→ 0%	-1%	13%	-12	i	i	-2.9	-7
- COc1ccc(NC(=O)CSc2nc3scc(C)c3c(=O)[nH]2)cc1
→ 8%	-1%	2%	20	i	-22%	-0.5	0
- Cc1cccc(C)c1NC(=O)CN1CCN(c2ccc(C(F)(F)F)cn2)CC1
→ -1%	/	4%	0	i	-44%[inhibitor]	-1.7	-9
- Cc1coc2c1c(C)cc1oc(=O)c(CC(=O)NCCCCCC(=O)O)c(C)c12
→ -10%	-6%	-4%	14	i	i	-2.1	-7
- N/C(=N\S(=O)(=O)c1cccs1)c1ccccc1Cl
→ -3%	-1%	11%	-5	i	-8%	-4.7	-1
- COc1ccccc1NC(=O)Cn1c(=O)oc2ccccc21
→ -1%	1%	9%	5	i	27%[57.5 µM]	-1.8	12
- COC(=O)C(/C=N/OCc1ccc([N+](=O)[O-])cc1)NC(=O)c1ccccc1 (stereo not given)
→ 0%	2%	6%	-23	i	i	0.8	-1
- COc1ccccc1NC(=O)CSc1ccc2nnc(-c3cccnc3)n2n1
→ 3%	2%	-5%	14	i	-10%	1.2	-2
- O=C(CN1C2=NCCCN2c2ccccc21)c1cccc(Br)c1
→ 9%	1%	-1%	?	i	-19%	-1.8	-9
- CCOC(=O)CSc1nnc(CNC(=O)c2ccco2)n1C
→ 1%	-3%	3%	-1	i	i	-2.6	1
- Cc1cc(NCCCO)n2nc(-c3cccs3)cc2n1
→ -15%	-3%	0%	-11	i	i	-4.9	3
- CC/C=C/C(=O)N1CC2(CC(c3cccc(NC(=O)c4ccccc4)c3)=NO2)C[C@@H]1C(N)=O (stereo not given in full)
→ 7%	-1%	-2%	8	i	i	-1.1	13
- COC(=O)[C@]12CCCCC=C1N(Cc1ccc3c(c1)OCO3)C(=O)[C@H](CC(=O)NCc1cccc3ccccc13)C2
→ 4%	/	17%	7	i	-10%	/	0
- CC(C)CN(C(=O)CCC(=O)OCC(=O)N(C)c1ccccc1)c1c(N)n(CC(C)C)c(=O)[nH]c1=O
→ -6%	-1%	-2%	-6	i	i	-0.5	4
- Cn1nnc2cc(NC(=O)Nc3ccccc3F)ccc21
→ 4%	/	10%	-17	i	-37%[inhibitor]	-3.9	-11
- O=C(c1cccc(C(F)(F)F)c1)C1CCCN(C(=O)Cn2cncn2)C1 (stereo not given)
→ -3%	-1%	7%	-4	i	-22%	2.3	-11
- O=C(N/N=C/c1ccc(N2CCOCC2)cc1)C1CC1
→ -10%	1%	-2%	-5	i	i	1.2	6
- COCCN(C(=O)C1CCN(C(=O)c2ccccc2C)CC1)c1c(N)n(CC(C)C)c(=O)[nH]c1=O
→ -4%	0%	10%	7	i	i	-0.5	3
- COc1ccc(N2CCN(c3oc(Cc4cccc5ccccc45)nc3C#N)CC2)cc1
→ -4%	1%	-1%	-6	i	?	-1.2	0
- CSc1nc(N)nc2c1ncn2CC(=O)N1CCN(Cc2c(C)cc(C)cc2C)CC1
→ 14%	1%	2%	11	i	-40%[inhibitor]	-1.3	11
- O=C(Nc1nnc(-c2ccc3c(c2)CCCC3)o1)c1ccccc1
→ -14%	1%	-2%	-13	i	-24%	0.8	-17
- CC(C)NC(=O)C1(C)CCN1C(=O)c1ccc(F)c(Cl)c1 (stereo not given)
→ 0%	/	8%	0	i	i	0.2	-16
- Cc1cccc(C)c1NC(=O)COC(=O)c1ccc([N+](=O)[O-])o1
→ 3%	1%	6%	-16	i	i	0.9	-4
- COc1ccc(S(=O)(=O)N(C)C[C@H]2Oc3c(cccc3N(C)C)C(=O)N([C@H](C)CO)C[C@@H]2C)cc1
→ -19%	2%	-3%	0	i	i	0.0	-16
- O=C(C1CCN(S(=O)(=O)c2cccc3cccnc23)CC1)N1CCCC1
→ -10%	2%	3%	-79*	i	-24%	-4.8	-13
- CCOc1cc(-c2cc(-c3ccc(NC(C)=O)cc3)nc(N)c2C#N)ccc1O
→ 7%	0%	6%	39	i	-17%	0.1	4
- CC(=O)Nc1ccc(/C=N/Nc2nc3ccccc3s2)cc1
→ 5%	-1%	2%	-9	i	-20%	1.3	-10
- O=C(NCCO)C(=O)NCC(c1ccc2c(c1)OCO2)N1CCN(c2ccc(F)cc2)CC1 (stereo not given)
→ 16%	-1%	-5%	6	i	i	-1.1	6
- COc1ccccc1CNS(=O)(=O)c1ccc2c(c1)NC(=O)C(C)S2 (stereo not given)
→ -2%	0%	1%	14	i	-31%[inhibitor]	-2.4	9
- Cc1cccc(S(=O)(=O)C(C#N)c2nc3ccccc3nc2N2CC(C)OC(C)C2)c1 (stereo not given)
→ 3%	/	-9%	36	i	-28%[57.5 µM]	1.9	5

The final 2 entries of the part before lead into the next:
Values run as follows: EPAC2 antagonist	MmCpn inh	EPAC2 agonist	DRD3 antagonist	Akt phos inh	PTHR1 agonist	CCT modulator	DRD3 agonist
- COc1ccccc1CNS(=O)(=O)c1ccc2c(c1)NC(=O)C(C)S2 (stereo not given)
→ -2%	0%	1%	14	i	-31%[inhibitor]	-2.4	9
- Cc1cccc(S(=O)(=O)C(C#N)c2nc3ccccc3nc2N2CC(C)OC(C)C2)c1 (stereo not given)
→ 3%	/	-9%	36	i	-28%[57.5 µM]	1.9	5
- O=C(COC(=O)c1cc(-c2cccc3ccccc23)nc2ccccc12)NC1CCS(=O)(=O)C1 (stereo not given)
→ 4%	?	7%	-14	i	-13%	-112*	-11
- CCCCCCNc1c([N+](=O)[O-])cc(C)cc1[N+](=O)[O-]
→ -1%	/	5%	4	i	i	-1.0	-3
- COc1cc(OC)c(C2CC(=O)N3CN(c4ccc(C)cc4)CSC3=C2C#N)cc1OC (stereo not given)
→ 5%	0%	2%	-10	i	-9%	-0.8	6
- Cc1cc(C)c(C)c(S(=O)(=O)NC2CCCCC2)c1C
→ -14%	2%	20%	22	i	-21%	0.6	3
- CCOC(=O)Cc1nnc(NC(=O)CSc2ccccc2)s1
→ -7%	-1%	10%	7	i	i	-5.1	3
- CN(C)C(CNC(=O)CCNS(=O)(=O)c1ccccc1C(F)(F)F)c1ccccc1 (stereo not given)
→ 5%	0%	1%	-14	i	-24%	-0.1	-13
- COc1ccc(NC(=O)C2CCCN(S(C)(=O)=O)C2)cc1 (stereo not given)
→ 5%	-1%	-1%	-5	i	i	-8.3	5
- COc1ccc(OCc2cccc(C(=O)N3CCCC3)c2)cc1
→ 17%	-4%	6%	12	i	-12%[57.5 µM]	0.4	-2
- Cc1ccccc1NC(=O)c1ccccc1NC(=O)c1cccs1
→ 3%	1%	-6%	-8	i	i	-0.2	-6
- CC(C)c1ccc2oc(-c3ccc(N)cc3)nc2c1
→ -23%	1%	20%	-8	i	-18%[57.5 µM]	-1.0	-22
- CCOc1ccccc1Oc1cn[nH]c1-c1ccc(O)cc1O
→ -27%	3%	3%	4	i	-29%	-1.9	16
- CN(N=Nc1ccc([N+](=O)[O-])cc1)c1ccccc1
→ 347%[activator]	0%	100µM*	12	i	-29%	1.7	-1
- COc1ccc(C(=O)C2CCCN(C(=O)c3ccc(C(C)=O)s3)C2)c(C)c1 (stereo not given)
→ -1%	-6%	-4%	-6	i	-27%	1.1	-10
- CCOC(=O)CSc1nc2ccccc2c(=O)n1C1CCCC1
→ 2%	0%	4%	18	i	-4%	-16	-12
- COc1cccc(/C=C/C(=O)NNC(=O)CCN2CCN(Cc3ccccc3)CC2)c1
→ 10%	1%	1%	-53*	i	-2%	0.7	-20
- CCCn1c(SCC(=O)NC(=O)Nc2ccc(C)cc2C)n[nH]c1=O
→ 1%	-2%	-2%	-15	/	-8%[57.5 µM]	-3.0	2
- Oc1ccc(Br)cc1C=Nc1ccc2[nH]ncc2c1
→ 9%	1%	2%	0	i	-36%	2.4	5
- COc1ccccc1C(=O)N1CCN(C(=O)Cc2ccccc2)CC1
→ -3%	-1%	9%	10	i	0%	-0.2	3
- C=CCNc1nc2c(c(=O)n(C)c(=O)n2C)n1CC
→ -5%	-1%	-1%	2	i	-6%	1.4	1
- O=C(CCNS(=O)(=O)c1ccccc1Cl)N1CCN(c2ccccn2)CC1
→ 13%	-1%	0%	-9	i	i	0.3	-3
- CC(C)C(=O)N1CCN(c2ccccc2NC(=S)NC(=O)/C=C/c2ccco2)CC1
→ 5%	0%	-1%	1	i	-7%	-2.1	-13
- CC(=O)c1ccc(NC(=O)c2ccc(NC(=O)c3ccco3)cc2)cc1
→ -10%	-4%	7%	-2	i	-14%	-1.2	10
- Cc1cccc(C)c1NC(=O)C1c2cccc[n+]2CC(=O)N1Cc1cccs1 (stereo not given)
→ 8%	2%	6%	0	i	i	0.6	6
- CCn1ncc(C(=O)Nc2cc(C)on2)c1C
→ 13%	0%	4%	-9	i	i	2.3	-18
- COC(=O)C(Sc1ccc(Cl)cc1)C1SC(=S)N(Cc2ccccc2)C1=O (stereo not given)
→ -5%	/	12%	-16	i	-6%	-0.4	-7
- CCN(CC)c1ccc(NC2=C(Cl)C(=O)c3ccccc3C2=O)cc1
→ -2%	-2%	13%	-82*	i	-38%[inhibitor]	-0.9	-28
- COc1ccc(Cl)cc1C(=O)NNC(=O)c1ccc(F)c(S(=O)(=O)N2CCOCC2)c1
→ -2%	1%	0%	-3	i	-29%	-2.8	4
- COc1ccc(C2/C=C\CN(S(=O)(=O)c3ccc(-c4ccccc4)cc3)CC(=O)N2Cc2ccc(F)cc2)cc1 (stereo not given)
→ -10%	-3%	4%	-12	i	i	0.8	1
- CC(Sc1nc2ccccc2c(=O)n1C)C(=O)NC1CCCCC1C (stereo not given)
→ 10%	?	2%	-6	i	-50%	0.2	-13
- O=C(CCCN1C(=O)NC2(CCCC2)C1=O)Nc1ccc(Cl)c(S(=O)(=O)N2CCOCC2)c1
→ 1%	-7%	5%	5	i	-28%	3.5	9
- Cc1ccc(NC(=O)C2CCCN(S(=O)(=O)c3ccc4c(c3)oc(=O)n4C)C2)nc1 (stereo not given)
→ -1%	-5%	0%	-7	i	-17%	0.5	1
- O=C(Nc1ccc([N+](=O)[O-])cn1)c1cccnc1
→ 1%	0%	13%	-4	i	-1%	-0.1	-8
- COc1cc(-c2c(NC(=O)c3ccco3)oc3ccccc3c2=O)cc(OC)c1OC
→ 4%	0%	7%	1	i	i	-0.2	5

Assay outcomes (PubChem BioAssay)

Only part of the results is shown; count on the stated rates, not on these rows.
